Source: PubChem BioAssay (several laboratories)
Wee1 stabilizer = inhibitors of human Wee1 degradation | HeLa Luc-Wee1K328M stability, luciferase luminescence; 100% = proteasome inhibitor MG132 effect | 220,000 tested, 1.2% active | reporter increase, % at 5 µM;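 active = activation above the mean of all tested compounds plus 3 SD, set per screening run, cut at about 8.8% in these data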;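 note: cells exposed to compound for 20 h before luminescence read; 0% = DMSO alone and 100% = MG132 at 30 µM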
eIF4E 4G PPI = blocks eIF4E binding to eIF4G; 220,000 tested, 0.37% active; TR-FRET eIF4E-eIF4GI(517-606) binding, 2 h; inhibition, % at 21.7 µM; AID 782;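 active = inhibition above about 30%, limit read from the data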;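 note: 0% = full FRET control wells and 100% = background wells lacking eIF4GI fragment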
Ba/F3 V617F tox = reduce viability of Ba/F3 cells dependent on JAK2V617F. Ba/F3 EpoR-JAK2V617F viability, ATP luminescence. 220,000 tested, 1.1% active. inhibition, % at 5.6 µM;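 active = inhibition above the campaign mean plus 3 SD over all tested compounds, cut at about 24% in these data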;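 note: cytokine-independent growth of Ba/F3 cells driven by EpoR plus mutant JAK2; 0% = DMSO-treated cells and 100% = JAK inhibitor I control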
Mdm2 ligase inh = inhibitors of human Mdm2 E3 ubiquitin ligase; Q00987; cell-based MDM2 ubiquitination luciferase reporter, 2 h; 0 = plate control, 100 = twice control, blank-subtracted; signal enhancement, % at 5 µM; 210,000 tested, 0.11% active; AID 1230;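 active = signal enhancement of 30% or more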;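 note: luminescence tracks abundance of the self-degrading MDM2-luciferase fusion protein; higher signal means inhibition of MDM2 E3 ligase activity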
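system = mammalian cells stably expressing self-ubiquitinating, self-degrading MDM2 E3–luciferase fusion | quantity = 2000 cells per well seeded | incubation = 4 h cell settling then 2 h compound exposure, 37 °C | signal = SteadyLite luminescence, 15 min reagent step | benchmarks = plate control and blank wells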
BaF3 parental = reduces parental Ba/F3 cell viability, JAK2V617F counter-screen. CellTiter-Glo ATP luminescence. inhibition, % at 5.6 µM. 220,000 tested, 1.1% active. AID 1486;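 active = inhibition above a per-campaign cutoff, the mean inhibition of all tested compounds plus 3 SD, cut at about 27% in these data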;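 note: 0% = DMSO wells and 100% = JAK Inhibitor I control wells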
S1P4 antagonist = human S1P4 receptor antagonism. S1P4-expressing cells, antagonist mode, reporter read-out. inhibition, % at 4.98 µM. 220,000 tested, 0.26% active; in the data active = inhibition above about 29%;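 note: 0% = wells stimulated with agonist and 100% = vehicle wells without agonist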
Target sequence (O95977 whole entry, looked up): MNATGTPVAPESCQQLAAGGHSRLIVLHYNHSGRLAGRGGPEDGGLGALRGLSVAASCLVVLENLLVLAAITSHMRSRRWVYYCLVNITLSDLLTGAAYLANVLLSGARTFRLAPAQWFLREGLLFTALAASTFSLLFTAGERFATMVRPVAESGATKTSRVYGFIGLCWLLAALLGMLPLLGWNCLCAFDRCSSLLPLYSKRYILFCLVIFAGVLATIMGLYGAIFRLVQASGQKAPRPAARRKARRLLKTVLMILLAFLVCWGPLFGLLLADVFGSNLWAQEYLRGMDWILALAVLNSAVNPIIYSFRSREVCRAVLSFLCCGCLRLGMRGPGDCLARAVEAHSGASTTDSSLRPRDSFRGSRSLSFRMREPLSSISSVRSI
PERK inhibitor = inhibitors of human PERK kinase. AID 1416. inhibition, % at 5.6 µM. 220,000 tested, 0.17% active. CHO PERK-DD fusion, SEAP luminescence translation reporter. Q9NZJ5;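 active = inhibition above the mean inhibition of all tested compounds plus 3 SD, set separately per screening campaign, cut at about 2.9% in these data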;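 note: PERK kinase domain activated by AP20187 dimerizer at 100 nM; 0% = DMSO with dimerizer and 100% = rapamycin at 8.4 µM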
NPY-Y2 PAM-ag = human NPY-Y2 potentiation or agonism, primary screen. activation, % at 3.6 µM. AID 1359. cells expressing NPY-Y2, potentiator/agonist read-out. 220,000 tested, 0.45% active. P49146; in the data active = activation above about 27%;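 note: cells stimulated with NPY near EC25 plus isoproterenol at EC100; 0% = vehicle plus submaximal agonist and 100% = vehicle plus saturating agonist; some results beyond the cut were filed as inactive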
Target sequence (P49146 whole entry, looked up): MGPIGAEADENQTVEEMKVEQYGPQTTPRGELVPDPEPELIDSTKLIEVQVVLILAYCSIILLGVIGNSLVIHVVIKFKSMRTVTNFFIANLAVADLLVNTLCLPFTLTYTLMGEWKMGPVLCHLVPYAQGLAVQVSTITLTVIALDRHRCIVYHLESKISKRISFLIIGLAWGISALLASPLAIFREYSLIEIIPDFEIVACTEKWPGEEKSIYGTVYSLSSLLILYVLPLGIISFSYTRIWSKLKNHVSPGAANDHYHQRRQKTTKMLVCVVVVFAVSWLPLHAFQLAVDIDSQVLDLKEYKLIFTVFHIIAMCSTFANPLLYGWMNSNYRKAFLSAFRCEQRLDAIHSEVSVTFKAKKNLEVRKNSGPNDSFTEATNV
S1P4 ag = activates the human S1P4 receptor. O95977. S1P4-expressing cell line, agonist reporter assay. activation, % at 4.98 µM. 220,000 tested, 0.35% active. AID 1509; in the data active = activation above about 11%;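 note: 0% = DMSO vehicle and 100% = reference agonist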
The depositor's hits bear a star; / = no result given; [ ] = dose if it differs, or a comment.

(1) CCOC(=O)C1=C(C)C(c2ccccc2OC)NC(=O)N1 (stereo not drawn)
(2) CC(C)Oc1ccc(CN=C(N)N=C(N)N)cc1Cl
(3) COc1ccc(OC)c(-c2cc(C(=O)N3CCN(c4ncccn4)CC3)c3ccccc3n2)c1
(4) COc1cccc(NC(=O)C(C)SCc2ccccc2)c1 (stereo not drawn)
(5) COc1ccc(CCNC(=O)C(=O)NCc2ccc(Cl)cc2)cc1OC
(6) O=C(Nc1ccon1)c1ccccc1F
(7) Cc1c(-c2ccccc2)c(P(=O)(N2CCOCC2)N2CCOCC2)c2ccccn12
(8) COc1ccc(C(=O)c2ccc(N(C)C)cc2)c(OC)c1
entry no.	1	2	3	4	5	6	7	8
Wee1 stabilizer	-1	-2	0	-1	-1	-3	-5	-1
eIF4E 4G PPI	1[fluorescence artefact?]	3[fluorescence artefact?]	0	-2	7	0	-5	1
Ba/F3 V617F tox	-5	30*	1	4	0	1	-2	50*
Mdm2 ligase inh	-14	-15	-14	-5	-7	-3	-12	-14
BaF3 parental	-1	2	2	6	-3	1	-1	52*
S1P4 antagonist	-1	-9	-10	-9	-8	-27	2	-12
PERK inhibitor	0.9	0.7	-1.7	0.5	-0.5	1.2	0.3	-0.9
NPY-Y2 PAM-ag	19	-2	-7	-12	-7	4	9	8
S1P4 ag	-1.9	0.0	-1.5	-1.8	0.3	1.8	0.3	0.8

(9) COc1ccc(-c2nc(-n3c(C)c(C(C)=O)c(C(C)=O)c3C)sc2C)cc1
(10) CCc1ccccc1NC(=O)c1ccc([N+](=O)[O-])s1
(11) COC(=O)C1=C(C)N(CCc2cc(OC)c(OC)c(OC)c2)C(=O)N[C@H]1c1cccs1
(12) COc1ccc(Br)cc1S(=O)(=O)n1ccnc1C
(13) N#Cc1ccc(CSc2nnc(-c3cccc(S(=O)(=O)N4CCCCC4)c3)o2)cc1
(14) CCOc1ccc(N2C(=O)CC(NCC3CCCO3)C2=O)cc1 (stereo not drawn)
(15) CN(C)c1ccc(CNC(=O)CN(C)S(=O)(=O)c2cccc3cccnc23)cc1
(16) O=C1NC(=Nc2ccccc2)S/C1=C\c1cccn1-c1ccccc1
entry no.	9	10	11	12	13	14	15	16
Wee1 stabilizer	-2	-4	-1	2	-1	0	0	5
eIF4E 4G PPI	8[fluorescence artefact?]	0	1[fluorescence artefact?]	-1	-10	5	5[fluorescence artefact?]	5
Ba/F3 V617F tox	-2	4	13	2	-1	-3	3	-3
Mdm2 ligase inh	8	-15	/	-10	13	/	-16	-5
BaF3 parental	4	8	8	4	-1	2	6	2
S1P4 antagonist	-7	8	6	-10	-18	7	-20	-10
PERK inhibitor	-0.2	0.1	-1.1	-0.1	-0.6	1.6	-1.2	-0.1
NPY-Y2 PAM-ag	-3	-15	10	8	3	2	8	3
S1P4 ag	0.5	-1.2	0.4	0.3	2.2	1.0	-3.0	-5.8

(17) O=C(CN1CCN(c2ccccc2O)CC1)NC(=O)NC1CCCC1
(18) COCCCNC(=O)c1sc2ncn(CC(=O)Nc3ccc(C)c(Cl)c3)c(=O)c2c1C
(19) Cc1ccc(S(=O)(=O)c2c(C)cc(C)nc2Cl)c(C)c1
(20) CC(C)c1ccc(C(=O)N2CCCN(C(=O)c3ccc(C(C)C)cc3)CC2)cc1
(21) CSc1nnc(Cn2c(=O)sc3ccccc32)n1-c1cccc(Cl)c1
(22) N#CCCN(C(=O)COc1ccc(F)cc1Br)c1ccccc1F
(23) Cc1nc(COC(=O)c2c(C)nn(-c3ccccc3)c2C)cs1
(24) Fc1ccc(-c2ccc(Nc3cccc(F)c3)nn2)cc1
entry no.	17	18	19	20	21	22	23	24
Wee1 stabilizer	-4	4	0	4	-3	-1	-1	2
eIF4E 4G PPI	1	-2	1	-16	-4	-1	-8	-3
Ba/F3 V617F tox	5	0	2	3	-1	-3	0	-1
Mdm2 ligase inh	-15	-3	-4	-3	-60	-11	-4	7
BaF3 parental	4	-2	7	7	1	1	6	0
S1P4 antagonist	1	15	-4	-16	-15	-18	-27	-4
PERK inhibitor	0.1	-0.8	-0.2	-1.7	-0.9	0.6	-0.5	0.4
NPY-Y2 PAM-ag	-13	4	2	-3	11	8	-6	10
S1P4 ag	-0.9	2.1	-0.3	1.1	0.7	5.9	-0.5	2.4

(25) O=C(CSc1nc2[nH]ncc2c(=O)[nH]1)c1ccc(Cl)cc1
(26) CCCn1cnc2cc(NC(=O)c3cccs3)ccc21
(27) O=C(CSc1nc2ccccc2o1)Nc1ccc(N2CCOCC2)c(Cl)c1
(28) Cc1ccc(-n2nnnc2SCC(=O)Nc2ccc3c(c2)COC3=O)cc1C
(29) COC(=O)C1=C(NC(=O)c2ccccc2[N+](=O)[O-])CCS1
(30) NC(=O)c1nn(-c2ccccc2)nc1NC(=O)CN1CCCC1
(31) O=C(CCN1CCOCC1)N/N=C/c1cc([N+](=O)[O-])ccc1OC(F)F
(32) CCOC(=O)C1=NN(N=O)C2(CC(=O)N(c3cc(C)cc(C)c3)C2=O)C1 (stereo not drawn)
entry no.	25	26	27	28	29	30	31	32
Wee1 stabilizer	0	2	1	2	2	0	1	2
eIF4E 4G PPI	-1	4	-3	1	0	-3	-1	2[fluorescence artefact?]
Ba/F3 V617F tox	-2	-2	-1	2	-5	3	-4	3
Mdm2 ligase inh	-14	-26	-29	-15	-6	/	3	-1
BaF3 parental	5	2	6	6	1	-6	6	5
S1P4 antagonist	0	-4	19	-15	5	-14	-26	-3
PERK inhibitor	-0.4	0.7	1.7	-1.2	0.3	0.8	0.3	-0.1
NPY-Y2 PAM-ag	-15	-6	11	-15	15	-16	-2	4
S1P4 ag	4.7	-0.5	1.3	3.1	0.9	-1.3	2.9	2.5

(33) NC(=S)N/N=C1\CCOc2ccc(F)cc21
(34) O=C(CCCn1nnc2ccccc2c1=O)N[C@H](C(=O)O)c1ccccc1
(35) COc1ccccc1CN(Cc1cc2cc(C)ccc2[nH]c1=O)Cc1nnnn1CC1CCCO1 (stereo not drawn)
(36) COc1ccc(C)cc1-n1nnnc1SCC1CCCO1 (stereo not drawn)
(37) Cc1ccc2c(c1)N(CCC(=O)NCc1cccnc1)C(=O)CO2
(38) CCOC(=O)CCc1c(C)nc2cc(C3CCCN(C(=O)OC(C)(C)C)C3)[nH]n2c1=O (stereo not drawn)
(39) Cc1cc(OCCOCCNC(C)C)cc(C)c1Cl
(40) COc1cc(NC(=S)NCc2cccnc2)cc(OC)c1
entry no.	33	34	35	36	37	38	39	40
Wee1 stabilizer	-3	3	0	-2	-2	1	0	2
eIF4E 4G PPI	3	-3	2[fluorescence artefact?]	-1	-8[fluorescence artefact?]	0	/	4
Ba/F3 V617F tox	-3	2	5	-2	2	-1	8	-6
Mdm2 ligase inh	-3	-1	-3	-7	-14	-9	-11	-2
BaF3 parental	3	-5	10	2	5	0	6	1
S1P4 antagonist	14	-1	-1	18	9	-14	-4	-5
PERK inhibitor	0.8	1.5	0.2	-0.8	0.3	-0.1	-2.0	0.5
NPY-Y2 PAM-ag	16	1	-5	-9	-5	7	-20	12
S1P4 ag	-1.4	1.0	-2.2	-2.4	1.1	4.9	2.1	1.5

Exported with two lines to a compound: entries from further up
Every second line gives: Wee1 stabilizer | eIF4E 4G PPI | Ba/F3 V617F tox | Mdm2 ligase inh | BaF3 parental | S1P4 antagonist | PERK inhibitor | NPY-Y2 PAM-ag | S1P4 ag
[34] O=C(CCCn1nnc2ccccc2c1=O)N[C@H](C(=O)O)c1ccccc1
  3 | -3 | 2 | -1 | -5 | -1 | 1.5 | 1 | 1.0
[35] COc1ccccc1CN(Cc1cc2cc(C)ccc2[nH]c1=O)Cc1nnnn1CC1CCCO1 (stereo not drawn)
  0 | 2[fluorescence artefact?] | 5 | -3 | 10 | -1 | 0.2 | -5 | -2.2
[36] COc1ccc(C)cc1-n1nnnc1SCC1CCCO1 (stereo not drawn)
  -2 | -1 | -2 | -7 | 2 | 18 | -0.8 | -9 | -2.4
[37] Cc1ccc2c(c1)N(CCC(=O)NCc1cccnc1)C(=O)CO2
  -2 | -8[fluorescence artefact?] | 2 | -14 | 5 | 9 | 0.3 | -5 | 1.1

Remaining list, next part:
(41) Cc1ccc(S(=O)(=O)CCC(=O)NCCN2C(=O)S/C(=C/c3ccc(F)cc3)C2=O)cc1
(42) Cc1ccc(Oc2ncccc2NC(=O)CC2(CC(=O)O)CCCC2)c2c1CCC2
(43) CCOC(=O)c1sc(NC(=O)CCN2CC(C)OC(C)C2)c(C(=O)OCC)c1C (stereo not drawn)
(44) O=C(Cn1cnc2c(nnn2-c2ccccc2)c1=O)NCC1CCCO1 (stereo not drawn)
(45) COCc1c(C(=O)OC)nnn1-c1ccccc1
(46) O=C(CSc1cccc[n+]1[O-])Nc1cccc(S(=O)(=O)NC2=NCCCCC2)c1
(47) COCCNC(=O)NC1(C(F)(F)F)Oc2ccc(Cl)cc2O1 (stereo not drawn)
(48) CCCCC(=O)Nc1cc(NC(=O)CC)ccc1Cl
entry no.	41	42	43	44	45	46	47	48
Wee1 stabilizer	-1	-2	3	-3	0	-1	1	5
eIF4E 4G PPI	-2	-1	-13	2	1	0	2	2
Ba/F3 V617F tox	-5	-3	-1	5	-2	-3	46*	2
Mdm2 ligase inh	18	-4	3	-15	/	-18	-11	-12
BaF3 parental	0	0	3	10	0	0	39*	6
S1P4 antagonist	1	-3	10	5	-8	-10	11	-3
PERK inhibitor	-0.3	0.5	-0.1	0.1	0.2	0.2	-0.7	0.2
NPY-Y2 PAM-ag	1	-6	-3	0	-8	7	-2	-14
S1P4 ag	-0.1	1.5	-2.1	0.1	2.0	1.8	0.0	3.0

(49) Cc1ccccc1-n1c(SCC(=O)Nc2ccccc2)nc2nc3c(cc2c1=O)CCCC3
(50) O=C1N(Cc2cccc(Cl)c2)C[C@@H]2C[C@@H](c3ccco3)N3CCC[C@@]123
(51) CCC(=O)Nc1ccc(C(=O)Nc2cccc(OC)c2)cc1
(52) Cc1c(NS(=O)(=O)CC23CCC(CC2=O)C3(C)C)c(=O)n(-c2ccccc2)n1C (stereo not drawn)
(53) C=CCSc1nc(C)cc(C(=O)OCC)c1C#N
(54) CCCCCCn1c(COc2ccccc2F)nnc1SCC(=O)c1c(N)n(C)c(=O)n(C)c1=O
(55) c1ccc(-c2cc(-c3ccccc3)n3ncnc3n2)cc1
(56) O=C1c2cccc3cc(Br)cc(c23)C(=O)N1Nc1ccccc1
(57) CCCNC(=O)Cn1cnc2sc(C(=O)N3CCCC(C(=O)OCC)C3)c(C)c2c1=O (stereo not drawn)
(58) Cc1ccc(S(=O)(=O)Oc2ccc(/C=C(/NC(=O)c3ccccc3)C(=O)NCCC(=O)O)cc2)cc1
(59) O=S(=O)(NCC(Nc1ccc(Cl)cc1)c1ccccc1)c1ccccc1 (stereo not drawn)
entry no.	49	50	51	52	53	54	55	56	57	58	59
Wee1 stabilizer	-3	-3	0	-1	-4	1	1	-2	-1	-2	-2
eIF4E 4G PPI	0	0	4	1	3	-1	2	0	0	-2	3[fluorescence artefact?]
Ba/F3 V617F tox	0	-1	0	0	-4	0	5	4	0	2	2
Mdm2 ligase inh	-8	-16	-18	5	-1	2	-14	2	-13	2	1
BaF3 parental	1	8	2	2	-4	7	11	0	3	5	4
S1P4 antagonist	-15	-3	10	-9	2	-14	11	-15	-41	-6	-31
PERK inhibitor	-1.0	0.2	0.2	-0.1	1.1	1.4	0.4	-0.7	1.2	2.0	-0.3
NPY-Y2 PAM-ag	-7	-15	0	-7	-23	-7	-13	9	-4	8	3
S1P4 ag	-0.4	0.6	1.6	2.1	0.4	0.8	-2.1	-0.3	1.7	-0.3	1.5

Hits appear at their usual frequency; overall some 4.1% were active at least once.
